TRPV1 ag: activates the human vanilloid receptor TRPV1 | Q8NER1 | TRPV1-expressing cells, Fluo-8 calcium influx, agonist mode | activation, % at 8.33 µM | actives 0.19% (n = 320,000) | AID 540275; in the data active = activation above about 80%; inconclusive = between about 30% and that limit; note: 0% is about no effect
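TRPV1-expressing cells were cultured overnight at 35.5C and loaded with Fluo-8 calcium dye for 40 to 90 min at room temperature. After a 10 s baseline, compound was added and calcium influx was read kinetically for 3 min (ex 480/em 520 nm).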
hERG WT inh: KCNH2 (human, wildtype) channel inhibition | Q12809 | U2OS, BacMam KCNH2, thallium flux FluxOr; stronger effect = lower value | activity change, % at 1.84 µM | actives 0.37% (n = 340,000) | AID 720551;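 active = maximum activity change below -70%; inconclusive = maximum activity change between -70% and -50%; inactive = maximum activity change above -50%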; note: % is set by controls: 0 for no effect and ±100 for the full control effect
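U2OS cells were transduced with wild-type KCNH2 virus (2.03 x 10^8 / mL) for 4 h at room temperature, then cultured overnight at 37 C. Thallium flux was read with FluxOr dye. Rate constants were normalized to DMSO controls.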
AT treatment: potential ataxia-telangiectasia treatment | actives 0.19% (n = 320,000) | […] A-T fibroblasts, KAP-1 phosphorylation AlphaLISA; neocarzinostatin DNA damage 30 min before lysis | Potency, µM (highest dose often 57.5 µM), for inactives: top-dose activation, actives largely listed as activators | AID 485349; note: potency is the fitted concentration of half-maximal effect; % of control where 0% means no effect; nearly all actives have a fitted effect of over 45% in size
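hTERT-immortalized A-T patient fibroblasts ([…]), 500 cells/well in OPTI-MEM, 1% FBS, got compounds for 60 min, then NCS for 30 min at 37C. Lysates were then assayed for phospho-KAP-1 by AlphaLISA (anti-pKAP1 donor, anti-KAP1 acceptor beads), 6 hr at 25C.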
TSHR antag: blocks TSH signaling through the human TSH receptor; actives 0.2% (n = 330,000); activity change, negative = inhibition, % at 11.5 µM; TSHR-expressing cells, TSH-stimulated cAMP HTRF, 2 h; stronger effect = lower value; P16473;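 active = activity change below a set negative limit, meaning inhibition stronger than a set level, cut at about -70% in these data; inconclusive = activity change between two set negative limits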; note: % is set by controls: 0 for no effect and ±100 for the full control effect
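TSHR-expressing cells, 200/well, pre-treated with compound, then stimulated with EC80 TSH (4nM final) for 2 hours at 37 deg C. cAMP measured by competitive HTRF: anti-cAMP cryptate antibody in lysis buffer plus cAMP-d2, read after 30 minutes at room temperature.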
Mito fusion yeast: inhibitors of mitochondrial division or activators of mitochondrial fusion; S. cerevisiae fusion-defective mutant growth rescue, CellTiterGlo 48 h; Potency, µM (titrated, usually from 46.1 µM), for inactives: top-dose growth rescue (activation), most hits filed as activators; actives 0.23% (n = 320,000); AID 485298;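 note: potency is the fitted concentration of half-maximal effect; % of control where 0% means no effect; nearly all actives have a fitted effect of over 45% in size; temperature-sensitive fusion mutants such as fzo1-1 at 37 °C on non-fermentable ethanol glycerol medium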
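Growth-rescue viability read-out: after 48 h at the non-permissive 37C in glycerol/ethanol YPEG, yeast mitochondrial fusion mutants are measured by CellTiterGlo luminescence; compounds (23 nl pinned per well) restoring growth score as division inhibitors or fusion activators.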
USP2a inh: inhibitors of human ubiquitin-specific protease USP2a. AID 463254. actives 0.01% (n = 330,000). Potency, µM (series often up to 38.3 µM), for the others: top-dose activity change, negative = inhibition, actives largely listed as inhibitors. O75604. USP2 core, Ub-CHOP2 coupled fluorogenic reporter, 485/531;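 note: potency is the fitted concentration of half-maximal effect; plate controls were DMSO wells for no effect and full inhibition by NEM control for full effect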
Target sequence (O75604 whole entry, looked up): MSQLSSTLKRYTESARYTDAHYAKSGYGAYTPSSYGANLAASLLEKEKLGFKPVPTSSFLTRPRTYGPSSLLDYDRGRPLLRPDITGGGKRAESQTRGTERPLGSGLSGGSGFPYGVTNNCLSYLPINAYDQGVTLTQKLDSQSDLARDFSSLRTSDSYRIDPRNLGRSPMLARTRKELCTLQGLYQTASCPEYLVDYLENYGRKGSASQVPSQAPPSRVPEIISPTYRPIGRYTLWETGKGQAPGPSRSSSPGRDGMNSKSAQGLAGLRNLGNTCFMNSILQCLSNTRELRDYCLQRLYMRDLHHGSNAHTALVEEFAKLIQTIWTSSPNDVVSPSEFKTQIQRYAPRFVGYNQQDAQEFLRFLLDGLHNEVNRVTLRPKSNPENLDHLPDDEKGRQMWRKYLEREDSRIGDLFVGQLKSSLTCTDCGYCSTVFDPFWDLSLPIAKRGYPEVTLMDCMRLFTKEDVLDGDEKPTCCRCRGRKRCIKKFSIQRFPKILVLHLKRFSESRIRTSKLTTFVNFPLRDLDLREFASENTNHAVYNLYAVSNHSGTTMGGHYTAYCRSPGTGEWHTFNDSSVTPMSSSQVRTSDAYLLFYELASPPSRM
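Deubiquitinase activity read as fluorescence (485/531 nm) after Ub-CHOP2 cleavage activates the enterokinase reporter on its substrate; USP2 core 10nM, Ub-CHOP2 and substrate 25nM each, 30min compound preincubation then 60min RT; data normalized to NEM, curves fitted.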
KCNH2 3.1 block: KCNH2 3.1 (human) potassium channel inhibition; U2OS KCNH2 3.1, thallium flux FluxOr; stronger effect = lower value; activity change, % (tested at about 1.8 µM); actives 0.95% (n = 340,000);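 active = maximum activity change below -70%; inconclusive = maximum activity change from -70% to -50%; inactive = maximum activity change above -50%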;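 note: thallium influx rate constant from kinetic fluorescence after stimulation buffer; % is set by controls: 0 for no effect and ±100 for the full control effect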
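Measured as rate of thallium-driven FluxOr signal in transduced U2OS cells carrying the 3.1 channel, read kinetically for 2 min upon stimulation; values are rate constants scaled to DMSO control wells.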
TCR act: activators of T cell receptors. primary human leukocytes, anti-CD3, IL-2 HTRF, 48 h. Potency, µM (highest dose often 9.22 µM), for the others: at the highest dose activation of IL-2 secretion, hits mostly activators. 330,000 tested, under 10 active; note: % of control where 0% means no effect
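Primary human leukocytes incubated 48 hr with anti-CD3 beads plus compound, without co-stimulation. Secreted IL-2 measured by HTRF (europium cryptate/d2 anti-IL-2 pair, 320 nm excitation, 665 nm emission).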
Eya2 inh: inhibitors of human Eya2 phosphatase activity; O00167; recombinant Eya2, OMFP fluorescence dephosphorylation (OMFP is methylfluorescein phosphate); actives 0.006% (n = 330,000); Potency, µM (doses to about 76.9 µM), for the others: top-dose activity, negative = inhibition, usual class: inhibitors; note: potency is the fitted concentration of half-maximal effect; % is set by controls: 0 for no effect and ±100 for the full control effect
Target sequence (O00167 whole entry, looked up): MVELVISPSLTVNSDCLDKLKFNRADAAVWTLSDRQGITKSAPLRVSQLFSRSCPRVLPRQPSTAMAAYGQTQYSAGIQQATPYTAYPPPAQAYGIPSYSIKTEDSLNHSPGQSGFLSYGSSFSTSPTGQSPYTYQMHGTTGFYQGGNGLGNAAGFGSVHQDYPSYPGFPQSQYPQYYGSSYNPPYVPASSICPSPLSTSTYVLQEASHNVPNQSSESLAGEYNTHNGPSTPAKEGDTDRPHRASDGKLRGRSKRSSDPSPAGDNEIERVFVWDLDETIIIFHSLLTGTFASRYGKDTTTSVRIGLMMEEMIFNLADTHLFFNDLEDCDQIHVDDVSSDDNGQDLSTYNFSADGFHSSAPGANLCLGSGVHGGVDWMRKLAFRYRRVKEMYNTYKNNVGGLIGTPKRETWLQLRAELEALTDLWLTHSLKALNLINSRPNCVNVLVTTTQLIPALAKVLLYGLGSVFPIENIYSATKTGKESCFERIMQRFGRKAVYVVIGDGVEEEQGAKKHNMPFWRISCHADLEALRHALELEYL
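Eya2 protein (added as 0.2 uM solution) was preincubated with compound for 10 min at ambient temperature in 50 mM HEPES pH 7.5, 50 mM NaCl, 5 uM MgCl2, 0.05% BSA, 1 mM DTT. OMFP (added at 50 uM) then reacted 10 min; fluorescence read at 485/525 nm.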
ELG1 repair inh: inhibitors of ELG1-dependent DNA repair in HEK293T cells. AID 504467. actives 2.3% (n = 330,000). HEK293T ELG1-luciferase reporter, luminescence, 16 h; DNA damage induced by 5-fluorouridine. Potency, µM (highest dose often 46.1 µM), inactives show top-dose activity change, negative = inhibition, actives largely listed as inhibitors; note: potency is the fitted concentration of half-maximal effect; % is set by controls: 0 for no effect and ±100 for the full control effect; nearly all actives have a fitted effect of over 55% in size
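DMSO vehicle served as the neutral condition. Each well held 2,000 cells given 5-fluorouridine plus compound; after 16 hr at 37 °C/5% CO2, ONE-Glo was added and luciferase measured 30 min later.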
Numbers without * were called inactive; ? = inconclusive; . = no result given; [ ] = another dose, or the depositor's remark. Unless noted, calls come from the whole dose curve; as a rule, active = well fitted curve in the direction sought with a large enough effect; inconclusive = small, poorly fitted or top-dose-only effect, or another doubt; inactive = no such curve, though single readings can be large; an effect the other way counts as inactive or inconclusive. Not all compounds are listed. The share of hits here may be higher or lower than overall.

SMILES	TRPV1 ag	hERG WT inh	AT treatment	TSHR antag	Mito fusion yeast	USP2a inh	KCNH2 3.1 block	TCR act	Eya2 inh	ELG1 repair inh
O=C(COc1ccc(Br)cc1Br)NC1CCCC1	0	6	6%	-42	19%	0%	9	2%	-2%	?
Cc1ccc(NC(=O)CN(C)C(=O)COC(=O)/C=C/c2cccs2)cc1	4	0	10%	-6	6%	0%	1	-1%	18%	-6%
CC1(Br)C2CCCC1C2S(=O)(=O)c1ccccc1 (stereo not drawn)	24	-6	-3%	2	-11%	2%	4	-4%[46.1 µM]	-8%	13%
Cc1ccc(C(=O)Nc2ccc(Cl)cn2)cc1S(=O)(=O)N1CCOCC1	1	14	3%	.	-1%	0%	-16	-2%	15%	?
O=C(NNC(=O)c1ccccc1Br)c1ccc(Cl)c(Cl)c1	19	-4	-5%	9	3%	1%	12	18%	15%	-1%
Cc1nccn1CCC1CCCCN1C(=O)CCc1nnc(-c2ccsc2)o1 (stereo not drawn)	-4	5	-2%	7	-1%	2%	-4	2%	-5%	13%
COc1ccccc1C(=O)N/C(=C\c1cn(C)c2ccccc12)C(=O)N1CCCC1	7	5	4%	-6	0%	2%	-4	3%	1%	14%
Nc1ccc(-c2nc3cc(N)ccc3s2)cc1	-2	6	6%	-8	1%	2%	-10	3%	6%	?
COc1cc(C2c3c(oc4ccccc4c3=O)C(=O)N2Cc2ccco2)ccc1O (stereo not drawn)	-2	5	4%	8	3%	1%	-7	2%	0%	-8%
COc1ccc(-c2noc(-c3ccc(Cl)cc3)n2)cc1	0	-3	5%	-6	6%	-2%	-43	3%	-8%	?
CC(C)=CCN1CCN(Cc2cc(F)ccc2-n2nc(C)cc2C)CC1CCO (stereo not drawn)	1	11	-4%	3	6%	1%	11	-1%	-4%	2%
N#C/C(=C\c1ccccc1OCc1ccc(C(=O)O)cc1)C(=O)Nc1ccc(O)cc1	0	-3	18%	-14	-10%	0%	17	-1%	-4%	10%
COc1cc(C(=S)N2CCOCC2)cc(OC)c1OC(=O)c1ccccc1[N+](=O)[O-]	2	-5	3%	-9	1%	-1%	4	1%	-5%	?
Cc1nc(N)sc1-c1csc(N(C)c2ccc(O)cc2)n1	5	-2	1%	-23	3%	0%	0	1%	7%	?
Cc1ccc(N2C(=O)c3ccccc3C2C(=O)c2ccc(C)c(C)c2O)cc1 (stereo not drawn)	3	-12	0%	8	-26%	1%	5	0%	-1%	10%
O=C(NNC(=O)c1ccc(-n2cncn2)c([N+](=O)[O-])c1)c1ccccc1	0	13	-11%	-6	4%	2%	4	1%	-6%	28%
CCc1ccc(CN2CCC(n3nccc3NC(=O)c3cccc(F)c3)CC2)cc1	8	-110*	8%	2	-11%	1%	-101*	-2%	-1%	-1%
Cc1cccc(NC(=O)COC(=O)[C@@H]2CCCN2C(=O)c2cccs2)c1	.	0	0%	-5	.	2%	4	5%[46.1 µM]	-1%	8%
COc1ccc([N+](=O)[O-])cc1NC(=O)c1cn(-c2ccc(Cl)cc2)c(=O)c2ccccc12	-1	19	-4%	9	-4%	-8%	-12	-9%[46.1 µM]	-7%	-14%
O=C(NCCN1CCOCC1)c1ccc2c(c1)ncn2C1CCCCC1	2	-5	3%	1	0%	2%	6	2%	10%	13%
Cc1sc2nc(SCC(=O)NCCO)n(-c3ccccc3)c(=O)c2c1C	-1	-19	1%[11.5 µM]	-3	0%	-2%	-20	-1%	-9%	9%
CC12CCC(=O)N1C(C(=O)NCCc1ccccc1)CS2 (stereo not drawn)	2	7	19%	0	2%	2%	8	7%	24%	4%
COc1cccc(NC(=S)N(CCc2nc3cc(C)c(C)cc3[nH]2)Cc2cccnc2)c1	.	-5	0%	18	-6%	0%	?	-11%	2%	?
CN1CCN(c2ccc(NC(=O)c3ccc(C(F)(F)F)cc3)cn2)CC1	?	13	-5%	8	-2%	-1%	-33	-2%	3%	?
O=C1CC(c2ccc(Cl)c([N+](=O)[O-])c2)c2ccc3ccccc3c2N1 (stereo not drawn)	-10	0	4%	-1	13µM*	-9%	13	7%[46.1 µM]	-11%	-28%
O=C(COC(=O)c1ccc(O)cc1O)c1ccc(Cl)cc1	0	0	5%	-5	?	-1%	2	-16%	14%	?
CCOc1ccc(NC(=O)C2CC(=O)N(C(C)C)C2)cc1 (stereo not drawn)	1	-6	6%	-4	-9%	-1%	2	-3%	-20%	2%
O=C(O)Cc1coc2ccc3ccccc3c12	2	6	1%	-1	-7%	0%	13	-1%	14%	12%
CCCc1cc2c(=O)c(-c3ccccn3)c(C)oc2cc1O	-2	-9	-3%	0	2%	-4%	-15	-33%	1%	?
Cc1cc(NC(=O)Cn2nc(-c3cccs3)ccc2=O)cc(C)c1Br	-2	-1	0%	1	-4%	0%	14	-19%	-1%	1%
COC(=O)c1ccc(NC(=O)COC(=O)COc2cccc3c2OC(C)(C)C3)cc1	5	-11	5%	14	-1%	-1%	12	12%	-5%	?
O=C(O)CC1(CC(=O)NCc2ccncc2)CCCCC1	-5	0	3%	13	5%	0%	17	0%	-4%	?
Cc1ccc(S(=O)(=O)Nc2ccc3c(c2)nc2n3CCN(Cc3ccccc3)C2)cc1	-1	0	6%	-11	-2%	-1%	-25	-9%	-3%	?
CCn1c(=O)n(CC)c2cc(NS(=O)(=O)c3ccccc3)ccc21	0	-4	2%	-8	2%	0%	14	-7%	2%	-5%
O=S(=O)(NCC1CCCO1)c1cc(Br)c(Br)s1 (stereo not drawn)	25	2	4%	-3	5%	-1%	1	-5%	-18%	0%
CCc1nccn1Cc1cc(C=O)ccc1OC	3	4	0%	22	3%	0%	-2	-3%	7%	-3%
Cc1nc(NC(=O)COC(=O)C(NC(=O)c2ccco2)C(C)C)c(Cl)cc1Cl (stereo not drawn)	0	-2	1%	1	1%	-1%	-7	-7%	-5%	2%
O=C(CSc1nnc(Cc2cccs2)n1-c1ccccc1)Nc1ccc2c(c1)OCCO2	1	2	2%	0	8%	-1%	2	6%	9%	-27%
O=c1c2c3c(sc2nc2n1CCCC2)CCCC3	3	-2	5%	-3	?	0%	5	-8%[46.1 µM]	1%	?
Cc1cc(=O)oc2cc(OCC(=O)N/N=C/c3ccccc3O)ccc12	0	-7	-7%	-2	-3%	-1%	-34	0%	9%	2%
O=C(Cc1ccccc1)Nc1ccc(NC(=O)Cc2ccccc2)c(Cl)c1	-2	5	-7%	1	2%	0%	19	.	0%	-9%
Cc1cccc2[nH]c(CN(C)C(=O)CC3C(=O)NCCN3CC(C)(C)C)nc12 (stereo not drawn)	-3	2	-5%	-6	2%	0%	18	-4%	-9%	5%
O=C(COc1cccnc1[N+](=O)[O-])NCc1ccc(F)cc1	3	-9	-3%	2	17%	1%	19	-80%	12%	-3%
Cc1onc(-c2ccccc2Cl)c1C(=O)N1CCCCC1C(=O)O (stereo not drawn)	-1	-3	-5%	-1	0%	-2%	6	-4%	-3%	2%
CCc1cc(=O)oc2cc(OCC(=O)N(CC)CC)c(Cl)cc12	0	-14	1%	8	-2%	-2%	17	7%	-2%	-2%
O=C(NC1CC1)C1CCN(c2ccc(S(=O)(=O)N3CCOCC3)cc2Cl)CC1	.	12	10%	0	-2%	2%	1	-1%	15%	-10%
Cc1ccc(S(=O)(=O)N2CCN(CC(=O)Nc3ccnn3C3CCCC3)CC2)cc1	2	12	4%	-9	-5%	4%	5	.	-5%	-12%
CC(C)c1nc2sc3ccccc3c(=O)c2c(=O)n1Cc1ccccc1	6	-2	-4%	5	-2%	-2%	-10	1%	8%	?
COc1ccc(C2=NS(=O)(=O)N(C)C(C(=O)N3CCC(C(N)=O)CC3)=C2)cc1	-2	3	-10%	6	-4%	0%	1	5%	-6%	18%
Cc1ccc(C)c(C(=O)CCC(=O)Nc2cccnc2)c1	?	4	5%	1	-7%	2%	18	-5%	-18%	1%
Brc1ccc2ncnc(Nc3ccc(N4CCOCC4)cc3)c2c1	1	2	7%	-16	-6%	1%	-104*	-9%	-6%	6.5µM*
CCn1c(Cc2ccccc2)nnc1SCC(=O)Nc1nnc(-c2ccccc2)s1	-1	7	2%	-4	3%	-1%	-4	-3%	-12%	?
O=C(CN1C(=O)COc2ccc(S(=O)(=O)N3CCCCCC3)cc21)NCc1ccc(F)cc1	-3	-3	11%	8	0%	0%	2	-1%	0%	0%

Some of the entries so far, with bars between the fields.
canonical_smiles | TRPV1 ag | hERG WT inh | AT treatment | TSHR antag | Mito fusion yeast | USP2a inh | KCNH2 3.1 block | TCR act | Eya2 inh | ELG1 repair inh
O=C(NC1CC1)C1CCN(c2ccc(S(=O)(=O)N3CCOCC3)cc2Cl)CC1 | . | 12 | 10% | 0 | -2% | 2% | 1 | -1% | 15% | -10%
Cc1ccc(S(=O)(=O)N2CCN(CC(=O)Nc3ccnn3C3CCCC3)CC2)cc1 | 2 | 12 | 4% | -9 | -5% | 4% | 5 | . | -5% | -12%

Screening results: PubChem BioAssay, National Center for Advancing Translational Sciences (NCATS)
